# Lipid storage S3: qHTS Assay for Lipid Storage Modulators in Drosophila S3 Cells; AID 2685; Drosophila S3 cells, BODIPY lipid droplet fluorescence, 18-24 h; cells fed with added oleic acid; Potency in µM for hits, for the others lipid storage change, negative = inhibition, % at the top dose, mostly 46.1 µM; 320,000 compounds, 0.64% hits; active = well fitted inhibition curve with a large enough effect in the signal ratio, with a control signal flat, not every such curve was filed as active; inconclusive = small, poorly fitted or top-dose-only effect, or effect the other way, or a change in a side signal; the % refers to the signal ratio
#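 Drosophila S3 cells got compounds at several concentrations plus oleic acid (400 uM solution). Laser-scanning cytometry with 488 nm excitation read lipid droplets at 500-530 nm and cells at 575-640 nm. Percent activity was relative to 20 uM Triacsin C.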
# Lipid storage S3 cell count max: second read-out of Lipid storage S3, no call of its own (marks repeat the call); cell number change, %; measured here: cell count max response;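 cells counted by Cell Tracker Red CMTPX staining in the red channel; peak over a dose series mostly up to 46.1 µM; percent activity relative to internal control wells on each plate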
# An asterisk follows results filed as active; i = inactive; u = inconclusive; x = no result given. % is set by controls: 0 for no effect and ±100 for the full control effect; potency is the fitted concentration of half-maximal effect.
SMILES	Lipid storage S3	Lipid storage S3 cell count max
CCN(CC)S(=O)(=O)c1ccc(Cl)nc1	u	x
COc1ccc(C(=O)N2CCN(C3CCN(Cc4ccccc4)CC3)CC2)cc1OC	u	x
COc1ccc(NC(=O)C2CCCN2C(=O)Oc2ccccc2)cc1 (stereo not given)	1%	-12
COc1ccc(-c2cn[nH]c2C)cc1	u	x
COc1ccc2c(c1)SC1=NCCS(=O)(=O)N12	u	x
CNc1nc(-c2ccc3c(c2)CCN3C(=O)c2cccc(F)c2)cs1	-13%	-20
Cc1ccc(C(C)C)c(OCC(=O)NC2CCN(C)CC2)c1	u	x
COc1ccc(N(CC(=O)NCCC2=CCCCC2)S(=O)(=O)c2ccccc2F)cc1	u	x
c1ccc(Nc2nc(NCCN3CCOCC3)nc(Nc3ccccc3)n2)cc1	-11%	-9
CCOC(=O)C1=C(COC(=O)c2ccccc2OC(F)F)NC(=O)NC1C (stereo not given)	16%	-14
C#CCSc1nnc(-c2c[nH]c3ccccc23)n1C	u	x
N/C(=N\OC(=O)COc1ccccc1)c1ccncc1	3%	2
CCCOc1ccc(C(C)=O)cc1CC(C(N)=O)C(N)=O	u	x
Cc1ccc(C(=O)CSc2cc(C)nc(SCC(=O)c3ccccc3)n2)cc1	i	19
COCCSc1nnc(NC(=O)c2ccc(NC(=O)C(C)C)cc2)s1	u	x
Cc1ccc(C)c(NC(=O)CSc2nnc(C3CCCCC3)o2)c1	u	x
CCN(CC)S(=O)(=O)c1ccc(C)c(NC(=O)COC(=O)CNC(=O)c2ccc(C(C)(C)C)cc2)c1	5%	2
CCc1ccc(NC(=O)CN(CC(=O)Nc2ccc(CC)cc2)CC(C)O)cc1 (stereo not given)	u	x
Cc1nn(CCC#N)c(NC(=O)c2ccccc2)c1P(=O)(Nc1ccc(Br)cc1)N1CCOCC1 (stereo not given)	10%	20
CCCCCCc1cc2cc(C(=O)OCC)c(=O)oc2cc1O	u	x
Cc1ccc(NC(=O)N2N=C(c3ccc(F)cc3)CC2c2ccc(F)cc2)cc1 (stereo not given)	u	x
O=C(Nc1ccccc1F)c1ccc(CN2CCc3ccccc3C2)cc1	u	x
COc1ccc(N=Nc2cc(C)ccc2O)cc1	u	x
COc1ccccc1N1CCN(CCCCOc2c(OC)cccc2OC)CC1	u	x
O=C(O)c1cc(-c2ccc(Cl)s2)[nH]n1	5%	11
O=C(Cc1ccccc1)Nc1ccccc1C(=O)NCC1CCCO1 (stereo not given)	u	x
Cc1c(N2C(=O)c3ccccc3C2=O)c(=O)n(-c2ccccc2)n1C	9%	9
COc1cc(O)c(C(CC(=O)N2CCN(c3ccccc3)CC2)c2ccc3c(c2)OCO3)c(OC)c1 (stereo not given)	u	x
CCOc1ccc2nc(N3CCCCCC3)sc2c1	-1%	-19
CCOc1ncccc1C(=O)Nc1cc(S(=O)(=O)N2CCCCC2)ccc1C	u	x
CC(OC(=O)CCN1C(=O)C2CC=CCC2C1=O)C(=O)Nc1cccc(Cl)c1 (stereo not given)	u	x
CCOC(=O)N1CCN(c2c(NCCCN3CCCCCC3)c(=O)c2=O)CC1	u	x
Nc1c(Cl)ncnc1NCC(O)CO (stereo not given)	-13%	0
Cc1ccc(C)c(/C(O)=C2/C(=O)C(=O)N(CCN3CCOCC3)C2c2ccco2)c1 (stereo not given)	u	x
COC(=O)c1cc(S(=O)(=O)N2CCN(c3ccc([N+](=O)[O-])cc3)CC2)c[nH]1	-9%	30
CN(C)C(=O)c1ccc(NC(=O)c2cccnc2)cc1	i	12
O=C(CN1CCN(c2ncccn2)CC1)Nc1ccccc1-n1cccc1	-24%	-6
COc1ccc(C(=O)/C=C/c2cc(C(=O)O)cc3c2OCOC3)c(O)c1	-15%	2
CCOc1cc(C(=O)Nc2cc(C)ccn2)cc(OCC)c1OCC	23%	-18
COC(=O)c1cn(NC(=O)Cc2cccc(C(F)(F)F)c2)c(=O)c2ccccc12	u	x
CC(=O)c1cccc(N(C(=O)CS(=O)CC(=O)Nc2ccc(F)cc2)C(C(=O)NC2CCCCC2)c2ccc(C)o2)c1 (stereo not given)	18%	7
CN(C(=O)COC(=O)c1sc2ccccc2c1Cl)C1CCCCC1	-8%	-16
Cc1cnc(C(=O)OCC(=O)c2cc(C)n(C)c2C)cn1	u	x
O=C(C1CC(Cl)CN1S(=O)(=O)c1ccc(Cl)cc1)N1CCOCC1 (stereo not given)	u	x
COc1cc(C(CC(=O)Nc2ccc(C)cn2)N2Cc3ccccc3C2=O)cc(OC)c1OC (stereo not given)	i	-4

# Continued, starting with the last 6 of the part before.
SMILES	Lipid storage S3	Lipid storage S3 cell count max
COC(=O)c1cn(NC(=O)Cc2cccc(C(F)(F)F)c2)c(=O)c2ccccc12	u	x
CC(=O)c1cccc(N(C(=O)CS(=O)CC(=O)Nc2ccc(F)cc2)C(C(=O)NC2CCCCC2)c2ccc(C)o2)c1 (stereo not given)	18%	7
CN(C(=O)COC(=O)c1sc2ccccc2c1Cl)C1CCCCC1	-8%	-16
Cc1cnc(C(=O)OCC(=O)c2cc(C)n(C)c2C)cn1	u	x
O=C(C1CC(Cl)CN1S(=O)(=O)c1ccc(Cl)cc1)N1CCOCC1 (stereo not given)	u	x
COc1cc(C(CC(=O)Nc2ccc(C)cn2)N2Cc3ccccc3C2=O)cc(OC)c1OC (stereo not given)	i	-4
Cc1ccc(S(=O)(=O)NCc2ccc3[nH]c(C)cc3c2)cc1	-10%	-13
Cc1ccc(NC(=O)c2ccc(CSc3ccccn3)cc2)c(O)c1	u	x
CC(C)N(CCNC(=O)c1cn(C)c2ccc(S(=O)(=O)N(C)C)cc2c1=O)Cc1ccccc1	u	x
CCOc1ccc(-c2nnc(-c3ccco3)o2)cc1OCC	u	x
CCN1C(=O)C2C(c3ccc(O)c(OC)c3)NC(C)(C(=O)OC)C2C1=O (stereo not given)	-12%	-1
COc1cc(C(=O)OCC(=O)Nc2cc(C)on2)cc(OC)c1OC	1%	0
Fc1ccc(CN2CCN(C(=S)NCCc3ccccc3)CC2)c(Cl)c1	u	x
COc1ccccc1OCC(O)CNCc1ccc2c(c1)OCO2 (stereo not given)	4%	5
CCOc1ccc(CCNC(=O)COC(=O)/C=C/c2ccco2)cc1OCC	i	x
O=C(Oc1ccc(Br)cc1)c1n[nH]c(=O)c2ccccc12	u	x
O=C(NC1(O)C(=O)c2ccccc2C1=O)c1c(Cl)cccc1Cl	u	x
CNC(=O)c1ccsc1NC(=O)C1CCCN1S(=O)(=O)c1cccs1 (stereo not given)	u	x
Cc1ccc(C(=O)OCN2C(=O)c3ccccc3C2=O)cc1S(=O)(=O)N1CCOCC1	u	x
COc1ccccc1-n1c2c(cc(C(=O)N3CCC(C)CC3)c1=O)C(=O)CC(C)(C)C2	u	x
COc1ccc(C(=O)Nc2nnc(S(=O)(=O)Cc3ccc(F)cc3)s2)cc1	u	x

# Reprinted from the part before: 2 compounds, then new ones.
SMILES	Lipid storage S3	Lipid storage S3 cell count max
COc1ccccc1-n1c2c(cc(C(=O)N3CCC(C)CC3)c1=O)C(=O)CC(C)(C)C2	u	x
COc1ccc(C(=O)Nc2nnc(S(=O)(=O)Cc3ccc(F)cc3)s2)cc1	u	x
CCC(C)[C@H](NC(=O)N1CC(=O)Nc2ccccc21)C(=O)N[C@H](C(=O)O)c1ccccc1 (stereo not given in full)	u	x
Cc1ccc(S(=O)(=O)NCc2ccncc2)cc1C(=O)NCC(C)C	i	4
Cn1cc(CN(CCO)Cc2cccs2)c(-c2cccc(Cl)c2)n1	9%	-1
CC(C#N)Sc1ccc(S(=O)(=O)N2CCCC2)cn1 (stereo not given)	u	x
Cc1ccc(NC(=O)c2nnn(CC(=O)Nc3ccc4c(c3)OCO4)c2N)cc1C	u	x
CN(C)CCN(Cc1cccs1)c1ccccn1	-3%	-1
Cc1ccc(S(=O)(=O)/N=C/c2ccco2)cc1	u	x
COc1ccc(NC(=O)CSc2nc(NS(=O)(=O)c3ccccc3)cc(=O)[nH]2)cc1	u	x
Cc1ccc(S(=O)(=O)Nc2ccc(C(=O)NCc3cccnc3)cc2)cc1	16%	-5
CC(=O)Nc1ccc(NC(=O)c2ccccc2N(C)S(=O)(=O)c2ccc(C)cc2)cc1	u	x
Nc1c(N2CCN(c3ccccc3)CC2)c2ccccc2oc1=O	u	x
COc1ccc(C(CNC(=O)c2cc(F)c(F)c(F)c2F)N2CCOCC2)cc1 (stereo not given)	u	x
CCCCN(C(=O)c1ccccc1Br)C1CCS(=O)(=O)C1 (stereo not given)	u	x
O=S(=O)(c1ccc(SCc2ccccc2)nc1)N1CCCCCC1	u	x
O=c1ccc(-c2ccccc2)nn1Cc1ccc(F)cc1	u	x
COc1ccc2cc(C(C)C(=O)N3CCC(C(N)=O)CC3)ccc2c1 (stereo not given)	u	x
O=C1Nc2cc(C(=O)N3CCN(c4ccc(F)cc4)CC3)ccc2NC1CSCc1cccc(F)c1 (stereo not given)	i	-3
O=C(O)c1cccnc1Sc1ccc(Br)cc1	u	x
O=[N+]([O-])c1ccc(S(=O)(=O)Nc2ccc3c(c2)OCCO3)cc1	u	x
Cc1cc(C)cc(OCC(=O)NNC(=S)NC(=O)C2CC2)c1	10%	6
O=C(c1ccccc1)c1cnc(Nc2ccc(Cl)c(Cl)c2)s1	u	x
CC(=O)c1sc(NC(=O)CCNC(=O)c2ccco2)nc1-c1ccccc1	u	x
C=CCn1c(N)c(-c2nc3ccccc3n2C)sc1=S	u	x
COc1ccc(OCC2CCNCC2)cc1	i	-3
O=C(Nc1ccccc1)N1CCN(c2nc3ccccc3s2)CC1	i	x
Cc1nc(N(C)C)c2sc(=S)n(Cc3ccccc3)c2n1	14%	16
Cc1ccc(Cl)cc1N(CC(=O)NC1CCCCC1)S(C)(=O)=O	u	x
N#C/C(=C\c1cc(Cl)ccc1O)C(=O)NC1CCCCC1	2%	-16
Cc1noc(C)c1CSc1ccccc1C(=O)OC(C)C(N)=O (stereo not given)	i	-5
CC(C)N1CC(C(=O)Nc2ccccc2)CC1=O (stereo not given)	0%	-15
Cc1ccc(C2=N/C(=C\c3cccs3)C(=O)N2Nc2ccccc2)cc1	u	x
CC(C)NC(=O)CCCOc1ccc(Cl)cc1Cl	3%	5
CC(C)C1=CC2=CCC3C(C)(C(=O)O)CCCC3(C)C2CC1 (stereo not given) (tested in a mixture with another compound)	i	-21
COC(=O)c1cc(Br)ccc1NC(=O)Nc1ccccc1	u	x
COc1ccc(-c2onc(C)c2-c2cscn2)c(O)c1	i	x
Cc1nnc(SCC(=O)c2ccccc2F)n1Cc1ccccc1	11%	8
N#Cc1cc(N2CCCCC2)c([N+](=O)[O-])cc1C#N	-18%	-3
COC(=O)c1ccccc1NC(=O)C1CCCN(S(C)(=O)=O)C1 (stereo not given)	16%	6
OCCN1CCN(Cc2cc(Cl)c3cccnc3c2O)CC1	u	x
NCCN=C1NS(=O)(=O)c2ccccc21	-12%	-3
CCOCC(O)CNC(=O)c1ccc2nc(Cc3ccc(OC)c(OC)c3)oc2c1 (stereo not given)	-22%	-8
NC(=O)CS(=O)(=O)c1nc2ccccc2n1CC(=O)N1CCCCC1	-15%	5
O=c1cc2c(nn1Cc1c(Cl)cccc1Cl)-c1ccccc1CC2	415%	23
O=C(Oc1ccc(-n2cnnn2)cc1)c1ccco1	-4%	2
CCCCNS(=O)(=O)c1ccc2c(c1)oc(=O)n2CC(=O)OCC	u	x

# Retrieved one by one from the list above:
SMILES	Lipid storage S3	Lipid storage S3 cell count max
O=C(Oc1ccc(-n2cnnn2)cc1)c1ccco1	-4%	2
OCCN1CCN(Cc2cc(Cl)c3cccnc3c2O)CC1	u	x
COc1ccc(-c2onc(C)c2-c2cscn2)c(O)c1	i	x
CCCCNS(=O)(=O)c1ccc2c(c1)oc(=O)n2CC(=O)OCC	u	x

# More records follow.
SMILES	Lipid storage S3	Lipid storage S3 cell count max
COC(=O)C(Cc1ccc(O)cc1)NC(=O)C1CCN(S(=O)(=O)c2ccc(C)cc2)CC1 (stereo not given)	u	x
COc1ccc(S(=O)(=O)NCCCCCC(=O)NCCCN2CCOCC2)cc1	12%	11
Cc1cc(C(F)(F)F)nn1CC(=O)NNC(=S)NCC(C)C	u	x
COC(=O)c1ccc2c(=O)n(CCO)c(=S)[nH]c2c1	u	x
O=C1/C(=C\c2ccsc2)NC(=S)N1c1ccccc1	1%	24
Cc1cc2c(cc1S(=O)(=O)N1CCN(c3cccc(C)c3C)CC1)OCC(=O)N2	u	x
COc1ccc(-n2c(C)cc(C(=O)CSc3ccc(NC(C)=O)cc3)c2C)cc1	u	x
CCC(=O)Nc1nnc(CSCc2ccccc2)s1	i	15
COc1ccc(OC)c(C(=O)COC(=O)c2[nH]c(C)c(C(C)=O)c2C)c1	u	x
COc1ccc(-c2noc(N3CCCC(C(=O)Nc4cc(F)ccc4F)C3)n2)cc1 (stereo not given)	-22%	1
CS(=O)(=O)N(Cc1ccccc1)c1ccc(C(=O)NCc2cccnc2)cc1	u	x
O=C1CC(C(=O)Nc2ccccc2)C2(CCCCC2)O1 (stereo not given)	u	x
CC(C)(C)c1nnc(NC(=O)CN2C(=O)C3C4C=CC(C4)C3C2=O)s1 (stereo not given)	-7%	-9

# Assay outcomes (PubChem BioAssay)

# These rows are one share of the data (hit frequency here may not be typical).
